CBFb RUNX1 block = qHTS Assay for Compounds Blocking the Interaction Between CBF-beta and RUNX1 for the Treatment of Acute Myeloid Leukemia; AlphaScreen CBFb-His/RUNX1-biotin binding, biochemical; Potency, µM (highest dose often 59.8 µM), for inactives: at the top dose activity, negative = inhibition, most hits filed as inhibitors; 230,000 tested, under 10 active; AID 1477, 2009; further: % of control where 0% means no effect
Target sequence (Q01196 whole entry, looked up): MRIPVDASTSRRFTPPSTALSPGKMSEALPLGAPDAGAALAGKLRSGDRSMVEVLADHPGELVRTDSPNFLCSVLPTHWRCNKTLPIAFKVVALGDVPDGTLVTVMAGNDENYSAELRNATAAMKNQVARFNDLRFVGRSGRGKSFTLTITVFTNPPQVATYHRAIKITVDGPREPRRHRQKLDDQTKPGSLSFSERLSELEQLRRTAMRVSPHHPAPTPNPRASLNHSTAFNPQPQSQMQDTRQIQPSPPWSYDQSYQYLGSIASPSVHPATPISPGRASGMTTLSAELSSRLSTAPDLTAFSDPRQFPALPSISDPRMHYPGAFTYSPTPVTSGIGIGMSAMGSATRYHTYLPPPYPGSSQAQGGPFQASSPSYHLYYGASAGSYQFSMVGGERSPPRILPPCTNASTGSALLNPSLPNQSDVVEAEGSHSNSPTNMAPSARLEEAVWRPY
Target sequence (Q13951 whole entry, looked up): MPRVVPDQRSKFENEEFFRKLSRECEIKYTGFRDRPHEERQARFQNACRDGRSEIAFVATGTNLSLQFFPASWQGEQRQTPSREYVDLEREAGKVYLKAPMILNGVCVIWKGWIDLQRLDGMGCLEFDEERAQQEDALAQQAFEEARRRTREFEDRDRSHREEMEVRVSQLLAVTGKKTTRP
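Read-out: AlphaScreen. Format: His-CBF-beta with biotinylated RUNX1 (30 nM each) preincubated 20 min, compound 15 min, Ni-chelate plus streptavidin beads 90 min; room temperature throughout.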
Epigenetic derep = Quantitative High-Throughput Screen for Regulators of Epigenetic Control. murine LDR cells, GFP reporter derepression, 30 h. Potency, µM (top dose mostly 53.9 µM), for the others: at the top dose GFP activation, actives largely listed as activators. 280,000 tested, 0.2% active. AID 1865, 2009; further: potency means the concentration at half of the fitted maximal effect; % of control where 0% means no effect; nearly all actives have a fitted effect of over 60% in size
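In this reporter-derepression format, murine cells bearing a silenced integrated CMV-GFP locus incubate with test compound (30 h, 37 C), then are washed and imaged; fluorescent objects of 20–120 um count as induced cells.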
Lamin A splicing = qHTS Assay for Modulators of Lamin A Splicing | AID 1487, 2009 | HeLa LMNA splicing GFP/RFP minigene ratio, 48 h | 200,000 tested, 0.01% active | Potency, µM (top dose mostly 46.1 µM), for the others: top-dose ratio change, negative = inhibition, actives largely listed as inhibitors; active means well fitted inhibition curve with a large enough effect in the signal ratio, with a control signal flat, not every such curve was filed as active; inconclusive means small, poorly fitted or top-dose-only effect, or effect the other way, or a change in a side signal; the % refers to the signal ratio; further: potency means the concentration at half of the fitted maximal effect; on the % scale 0 is the no-effect control and ±100 the full control effect
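S3 HeLa cells stably expressing lamin A-EGFP splicing minigene plus DsRed2, 600 cells/well, 48 h compound exposure at 37C. Laser-scanning cytometry; analysed as GFP (500-530 nm)/RFP (575-640 nm) total intensity ratio; 0.5% DMSO vehicle.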
* marks the source's active call; other numbers are inactive results; ? = inconclusive; · = no result given; & = joins results of further samples; [ ] = remark or other dose. Unless noted, the call rests on the fitted dose curve; in most records, active means well fitted curve in the direction sought with a large enough effect; inconclusive means small, poorly fitted or top-dose-only effect, or another doubt; inactive means no such curve, though single readings can be large; an effect the other way counts as inactive or inconclusive. An excerpt. The share of hits here may be higher or lower than overall.

SMILES	CBFb RUNX1 block	Epigenetic derep	Lamin A splicing
COC(=O)C1=C(C)N(Cc2ccccc2)C2=C3C(=O)N(c4ccccc4)C(=O)C3[C@@](O)(C(=O)OC)C(=O)N2C1c1ccccc1 (stereo not given in full)	7%&11%[13.1 µM]	?	·
COc1ccc(O[C@H]2C=C[C@@H](c3ccccc3)O[C@H]2COC(=O)CC/C(C)=N/OCC[C@@H]2C=C[C@H](OC(C)=O)[C@H](COC(C)=O)O2)cc1	8%[13.1 µM]	0.0%[10.1 µM]	·
CCCCCCCC#Cc1ccccc1C(NC(=O)OC)C(C(=O)OC)C(=O)OC (stereo not given)	13%[13.1 µM]	0.0%[10.1 µM]	·
CC(=O)OC[C@@H]1O[C@@H](O/N=C2/C[C@@H](O)[C@@H](O)[C@@H]3[C@@H]4C(=O)N([C@@H](C)c5ccccc5)C(=O)[C@H]4CC[C@@H]23)[C@H](OC(C)=O)[C@H](OC(C)=O)[C@@H]1OC(C)=O	8%[13.1 µM]	0.8%[10.1 µM]	·
CCOC(=O)CCN1C(=O)[C@H]2[C@H]3[C@H](O)[C@H](O)C/C(=N/NC(=O)OCc4ccc(OC)cc4)[C@H]3CC[C@@H]2C1=O	7%[13.1 µM]	0.8%[10.1 µM]	·
C[C@@H](c1ccccc1)N1C(=O)[C@H]2[C@H]3[C@H](O)[C@H](O)C/C(=N/OC[C@@H](O)COCc4ccco4)[C@@H]3CC[C@@H]2C1=O	4%[13.1 µM]	5.7%[10.1 µM]	·
CCN1C(=O)[C@H]2[C@H]3[C@H](O)[C@H](O)C/C(=N/O[C@@H](C)c4cc(-c5c(C)cc(C)cc5C)no4)[C@@H]3CC[C@@H]2C1=O	-8%[13.1 µM]	0.0%[10.1 µM]	·
C=CCc1cccc(C2C(C)CCC3C(=O)N4C(Cc5c([nH]c6ccccc56)C4c4cc(OC)c(OC)c(OC)c4)C(=O)N32)c1 (stereo not given)	5%[13.1 µM]	0.0%[10.1 µM]	·
O=C1[C@H]2[C@H]3[C@H](O)[C@H](O)C/C(=N/OC[C@@H](O)COCc4ccco4)[C@@H]3CC[C@@H]2C(=O)N1Cc1ccccc1	-2%[13.1 µM]	0.8%[10.1 µM]	·
C(#CC1C=CC2OC(c3ccccc3)OCC2O1)c1ccccc1 (stereo not given)	11%[13.1 µM]	2.3%[10.1 µM]	·

At a glance, part of the list above:
SMILES	CBFb RUNX1 block	Epigenetic derep	Lamin A splicing
C[C@@H](c1ccccc1)N1C(=O)[C@H]2[C@H]3[C@H](O)[C@H](O)C/C(=N/OC[C@@H](O)COCc4ccco4)[C@@H]3CC[C@@H]2C1=O	4%[13.1 µM]	5.7%[10.1 µM]	·
CCN1C(=O)[C@H]2[C@H]3[C@H](O)[C@H](O)C/C(=N/O[C@@H](C)c4cc(-c5c(C)cc(C)cc5C)no4)[C@@H]3CC[C@@H]2C1=O	-8%[13.1 µM]	0.0%[10.1 µM]	·
C=CCc1cccc(C2C(C)CCC3C(=O)N4C(Cc5c([nH]c6ccccc56)C4c4cc(OC)c(OC)c(OC)c4)C(=O)N32)c1 (stereo not given)	5%[13.1 µM]	0.0%[10.1 µM]	·
O=C1[C@H]2[C@H]3[C@H](O)[C@H](O)C/C(=N/OC[C@@H](O)COCc4ccco4)[C@@H]3CC[C@@H]2C(=O)N1Cc1ccccc1	-2%[13.1 µM]	0.8%[10.1 µM]	·

Further records follow:
SMILES	CBFb RUNX1 block	Epigenetic derep	Lamin A splicing
O=C1[C@H]2[C@H]3[C@H](O)[C@H](O)C/C(=N/OC[C@@H](O)COCc4ccco4)[C@H]3CC[C@@H]2C(=O)N1C[C@@H]1CCCO1	13%[13.1 µM]	1.1%[10.1 µM]	·
O=C1C2=CC[C@H]3C(=O)N(C[C@@H]4CCCO4)C(=O)[C@@H]3[C@@H]2[C@H](O)[C@@H]2O[C@H]12	-2%[13.1 µM]	?	·
CN(C)c1cccc(OC2C=CC(C#Cc3ccccc3)OC2CO)c1 (stereo not given)	5%[13.1 µM]	0.0%[10.1 µM]	·
C=CCOC(=O)C(C(C)=O)C(NC(=O)OC)c1cccc(C(F)(F)F)c1 (stereo not given)	14%[13.1 µM]	2.2%[10.1 µM]	·
O=Cc1ccc(OC2C=CC(C#Cc3ccccc3)OC2CO)cc1 (stereo not given)	-3%[13.1 µM]	8.0%[10.1 µM]	·
COc1ccc(/C=C/C2=CC3(C)CC2(C)C(c2ccc(OC)cc2)CC3=O)cc1 (stereo not given)	-9%[13.1 µM]	1.2%[10.1 µM]	·
CC(=O)OC[C@@H]1O[C@@H](O/N=C2/C[C@@H](O)[C@@H](O)[C@@H]3[C@@H]4C(=O)N(Cc5ccc6c(c5)OCO6)C(=O)[C@H]4CC[C@H]23)[C@H](OC(C)=O)[C@H](OC(C)=O)[C@@H]1OC(C)=O	-2%[13.1 µM]	0.0%[10.1 µM]	·
C=CC[C@@H]1C=C[C@H](O/N=C\[C@@H](C)[C@H](OCc2ccccc2)C(C)C)[C@H](CO)O1	-11%[13.1 µM]	0.0%[10.1 µM]	·
COC(=O)NC(CC(C)=O)c1ccc2c(c1)OCO2 (stereo not given)	17%[13.1 µM]	0.0%[10.1 µM]	·
O=C1C=C[C@@H](O)[C@@H]2[C@H]3C(=O)N(c4ccc(F)cc4F)C(=O)[C@@H]3CC[C@@H]12	-2%[13.1 µM]	1.1%[10.1 µM]	·
COc1ccc(O[C@H]2C=C[C@@H](c3ccccc3)O[C@H]2COC(=O)CC/C(C)=N\O[C@@H](C)c2cn([C@H](CO)Cc3ccccc3)nn2)cc1	12%&10%[13.1 µM]	0.8%&0.0%[10.1 µM]	·
CC(=O)OC[C@@H]1O[C@@H](O/N=C2/C[C@@H](O)[C@@H](O)[C@@H]3[C@@H]4C(=O)N(C[C@@H]5CCCO5)C(=O)[C@H]4CC[C@@H]23)[C@H](OC(C)=O)[C@H](OC(C)=O)[C@@H]1OC(C)=O	-12%[13.1 µM]	0.0%[10.1 µM]	·
COC(=O)C/C=C\[C@H](C)[C@H](CO)NS(=O)(=O)c1ccc(C)cc1	3%[13.1 µM]	0.0%[10.1 µM]	·
CCN1C(=O)[C@@H]2[C@H]3C(=CC[C@@H]2C1=O)C1(OCCCO1)[C@H]1O[C@@H]1[C@H]3O	-9%[13.1 µM]	0.8%[10.1 µM]	·
C=C(C)C(O)C(CC/C=C(\C)C(=O)OCC)OC (stereo not given)	-12%[13.1 µM]	0.0%[10.1 µM]	·
Cc1ccc(C(C)C)n1C(=O)OC(C)(C)C	19%[13.1 µM]	0.0%[10.1 µM]	·
Cc1ccc(S(=O)(=O)N[C@H]2COC(=O)[C@@H](C)COC(=O)C/C=C\[C@H]2C)cc1	12%[13.1 µM]	0.8%[10.1 µM]	·
CC(=O)OCC1OC(C#Cc2ccccc2)C=CC1O (stereo not given)	2%[13.1 µM]	0.8%[10.1 µM]	·
C=CCC1C=CC(Oc2ccc(F)cc2C)C(CO)O1 (stereo not given)	8%[13.1 µM]	1.1%[10.1 µM]	·
C[C@@H]1/C=C\CC(=O)OC[C@H](C)C(=O)N[C@@H](C)C(=O)OC1	3%[13.1 µM]	0.0%[10.1 µM]	·
O=C1C=C[C@@H](O)[C@H]2[C@@H]3C(=O)N(C4CCCCC4)C(=O)[C@@H]3CC[C@H]12	15%[13.1 µM]	0.8%[10.1 µM]	·
CCCCCCCC1=CC2=CC(=O)C(C)(O)C(=O)C2=CN1CCCC (stereo not given)	3%[13.1 µM]	1.1%[10.1 µM]	·
CO[C@H]1COC(=O)C/C=C\[C@@H](C)COC(=O)[C@@H](C)NC(=O)C/C=C\[C@@H]1C	6%[13.1 µM]	1.1%[10.1 µM]	·
Cc1cc2c(nc1C)CCCN2C[C@@H](O)CN1CCN(C)CC1	-15%[13.1 µM]	0.8%[10.1 µM]	·
CC(=O)OC[C@@H]1O[C@@H](O/N=C2/C[C@@H](O)[C@@H](O)[C@@H]3[C@H]4C(=O)N(c5ccc(F)cc5F)C(=O)[C@@H]4CC[C@@H]23)[C@H](OC(C)=O)[C@H](OC(C)=O)[C@@H]1OC(C)=O	14%[13.1 µM]	0.0%[10.1 µM]	·
CC(=O)OC[C@H]1O[C@@H](O/N=C(\C)CCN2CCCCc3nc(C)c(C)cc32)[C@H](OC(C)=O)[C@@H](OC(C)=O)[C@H]1OC(C)=O	8%[13.1 µM]	1.1%[10.1 µM]	·
COC(=O)C/C=C\[C@@H](C)[C@@H](/C=N\O[C@@H](C)c1cc(-c2c(C)cc(C)cc2C)no1)OC	?	0.0%[10.1 µM]	·
COC(=O)NC(/C(C(=O)OC)=C(\C)NCc1ccccc1)c1ccc(F)cc1 (stereo not given)	1%[13.1 µM]	0.0%[10.1 µM]	·
COC(=O)NC(c1cccc(C)c1)[C@]1(C(C)=O)CCCC1=O (stereo not given in full)	17%[13.1 µM]	0.0%[10.1 µM]	·
COC(=O)NC(/C(C(=O)OC)=C(\C)NCc1ccccc1)c1ccc2ccccc2c1 (stereo not given)	6%[13.1 µM]	0.0%[10.1 µM]	·
O=C1[C@H]2[C@H]3[C@H](O)[C@H](O)C/C(=N/OCc4ccccc4)[C@@H]3CC[C@@H]2C(=O)N1c1cccc(Oc2ccccc2)c1	-4%[13.1 µM]	1.1%[10.1 µM]	·
O=C1C2=CC[C@H]3C(=O)N(c4cccc(Oc5ccccc5)c4)C(=O)[C@@H]3[C@@H]2[C@H](O)[C@@H]2O[C@H]12	1%[13.1 µM]	?	·
O=C1CCCC=C1[C@H](O)CCCCBr	-3%[13.1 µM]	1.1%[10.1 µM]	·
CCOC(=O)CNC(=O)Nc1cc(C(=O)NCc2cccc(F)c2)ccc1N1CCCC1	·	?	-1%[46 µM]
CCN1CCN(c2ncc3c(n2)CCN(Cc2sccc2C)C3)CC1	·	0.0%	?
CN1CCN(C(CNC(=O)c2ccc(F)cc2)c2ccc3c(c2)OCO3)CC1 (stereo not given)	·	0.0%	-7%[46 µM]
CCOC(=O)c1cc(-c2ccc(F)cc2)n(CCC(=O)Nc2cc(OC)cc(OC)c2)c1C	·	-1.1%	4%[46 µM]
COc1ccc(OC)c(NC(=O)CSC2=Nc3ccccc3C3=NC(CCC(=O)NCc4ccco4)C(=O)N23)c1 (stereo not given)	·	-0.5%	?
Cc1nc2ccn(Cc3ccco3)c(=O)c2cc1C(=O)NCc1ccccc1	·	0.0%	?
CCOC(=O)c1sc2cccc(F)c2c1S(=O)(=O)N1CCN(c2cccc(Cl)c2)CC1	·	1.5%	-15%[46 µM]
CCOC(=O)Cn1c(=O)n(-c2ccccc2OC)c2nc(-c3ccccc3F)nc(C(N)=O)c21	·	0.0%	-6%[46 µM]
COc1ccc(NC(=O)c2sc3nc[nH]c(=O)c3c2C)cc1OC	·	2.2%	4%[46 µM]
Cc1nnc(N2CCN(C(=O)Nc3cccc(C(F)(F)F)c3)CC2)c2nn(-c3ccccc3)c(C)c12	·	?	12%[46 µM]
COc1ccc(NCc2cccn2-c2nnc(N3CCCCCC3)s2)cc1	·	-1.3%	0%[46 µM]
CCOc1cc(CNCCSc2nnnn2-c2ccccc2)cc(Cl)c1OC	·	0.0%	5%[46 µM]
CCc1cccc(C)c1NC(=O)c1cn2c3c(ccc(Cl)c3c1=O)OC(C)C2 (stereo not given)	·	-1.2%	?
COc1ccc(C)cc1NC(=O)CSc1nc(=O)n(Cc2ccncc2)c2c1CCC2	·	-1.8%	-8%[46 µM]
CCOC(=O)c1ccc(CN(Cc2ccc(C)cc2)S(=O)(=O)c2ccc(F)c(C(=O)Nc3ccc(C)c(F)c3)c2)cc1	·	-0.6%	?
O=C(COc1ccccc1F)Nc1ccc2nc(SCC(=O)N3CCCC3)sc2c1	·	-0.8%	-7%[46 µM]
Cn1c(=O)oc2cc(S(=O)(=O)CCC(=O)NCc3ccccc3)ccc21	·	-0.4%	10%[46 µM]
Next entries
SMILES	CBFb RUNX1 block	Epigenetic derep	Lamin A splicing
Fc1ccc(N2CCN(Cc3cccn3-c3nnc(N4CCN(C5CCCCC5)CC4)s3)CC2)cc1	·	-1.3%	-13%[46 µM]
Cc1cc(C)cc(NC(=O)NCCn2nnc3cc(S(=O)(=O)N(C)C)ccc32)c1	·	-0.5%	-2%[46 µM]
CCOc1ccccc1N(C)C(=O)c1cc(S(=O)(=O)NCCc2ccc(Cl)cc2)ccc1F	·	4.1%	?
CC1CCn2c(nc3cc(C(=O)NCc4ccc(F)cc4)ccc32)C1 (stereo not given)	·	-1.2%	11%[46 µM]
